# S1P2 ag: activates the human S1P2 receptor | O95136 | S1P2-expressing cell line, agonist reporter read-out | activation, % at 4.5 µM | hit rate 0.46% among 97,000 | AID 729; in the data active means activation above about 16%;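 further: 0% = vehicle low control and 100% = maximal reference agonist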
# PostGolgi yeast: growth inhibition of a yeast mutant, post-Golgi transport screen. post-Golgi transport phenotypic cell assay. inhibition, % at 10 µM. hit rate 0.9% among 98,000. AID 739;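 further: yeast cells grown in 1536-well plates; yeast grown about 18 h at 30C before absorbance read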
# Rev-RRE block: inhibitors of HIV-1 Rev-RRE RNA interaction | P05866 | Rev peptide-RRE RNA binding, FRET | inhibition, % at 8 µM | hit rate 0.79% among 97,000 | AID 704;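 active means inhibition above the screen-wide mean plus 3 SD, cut at about 35% in these data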;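 further: 0% = median DMSO wells and 100% = median Neomycin B control wells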
#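 Assay system: Labelled RRE RNA duplex and labelled Rev peptide | Times: 5 min preincubation and 15 min binding, 25 °C | Detection: FRET, ex 480 nm, em 540 and 671 nm | Evaluation: % inhibition of FRET ratio versus controls | Benchmarks: DMSO wells as 0% and neomycin B wells as 100% inhibition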
# S1P2 antag: blocks the human S1P2 receptor; O95136; inhibition, % at 5 µM; hit rate 0.21% among 97,000; AID 736; cell-based S1P2 antagonist assay, inhibition at 5 uM; in the data active means inhibition above about 45%;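 further: CRE beta-lactamase reporter cells expressing human S1P2 stimulated with S1P; 0% = agonist at EC80 alone and 100% = agonist plus reference antagonist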
# PTPN22 act: increases human PTPN22 phosphatase activity; recombinant LYP, DiFMUP fluorescence; 0 = plate median, 100 = signal doubled; activation, % at 2 µM; hit rate 0.11% among 96,000; AID 697;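 active means activation at 2 µM above a set limit, the mean plus 5 SD, cut at about 37% in these data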
# PTPN22 inh 2: inhibitors of human LYP (PTPN22) phosphatase; Q9Y2R2; recombinant LYP catalytic domain, DiFMUP fluorescence; inhibition, % at 2 µM; hit rate 0.21% among 96,000; AID 640;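 active means inhibition at 2 µM at or above a set limit, the screen mean plus 3 SD, cut at about 24% in these data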;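 further: 0% = DMSO with enzyme and 100% = enzyme fully blocked by orthovanadate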
# FAK inh: FAK (human) kinase inhibition. inhibition, %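 (tested at 7 µM)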. AID 727. hit rate 0.84% among 97,000. biochemical FAK kinase activity assay. Q05397; in the data active means inhibition above about 19%;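 further: 0% = DMSO and 100% = reference compound high control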
# Target sequence (Q05397 whole entry, looked up): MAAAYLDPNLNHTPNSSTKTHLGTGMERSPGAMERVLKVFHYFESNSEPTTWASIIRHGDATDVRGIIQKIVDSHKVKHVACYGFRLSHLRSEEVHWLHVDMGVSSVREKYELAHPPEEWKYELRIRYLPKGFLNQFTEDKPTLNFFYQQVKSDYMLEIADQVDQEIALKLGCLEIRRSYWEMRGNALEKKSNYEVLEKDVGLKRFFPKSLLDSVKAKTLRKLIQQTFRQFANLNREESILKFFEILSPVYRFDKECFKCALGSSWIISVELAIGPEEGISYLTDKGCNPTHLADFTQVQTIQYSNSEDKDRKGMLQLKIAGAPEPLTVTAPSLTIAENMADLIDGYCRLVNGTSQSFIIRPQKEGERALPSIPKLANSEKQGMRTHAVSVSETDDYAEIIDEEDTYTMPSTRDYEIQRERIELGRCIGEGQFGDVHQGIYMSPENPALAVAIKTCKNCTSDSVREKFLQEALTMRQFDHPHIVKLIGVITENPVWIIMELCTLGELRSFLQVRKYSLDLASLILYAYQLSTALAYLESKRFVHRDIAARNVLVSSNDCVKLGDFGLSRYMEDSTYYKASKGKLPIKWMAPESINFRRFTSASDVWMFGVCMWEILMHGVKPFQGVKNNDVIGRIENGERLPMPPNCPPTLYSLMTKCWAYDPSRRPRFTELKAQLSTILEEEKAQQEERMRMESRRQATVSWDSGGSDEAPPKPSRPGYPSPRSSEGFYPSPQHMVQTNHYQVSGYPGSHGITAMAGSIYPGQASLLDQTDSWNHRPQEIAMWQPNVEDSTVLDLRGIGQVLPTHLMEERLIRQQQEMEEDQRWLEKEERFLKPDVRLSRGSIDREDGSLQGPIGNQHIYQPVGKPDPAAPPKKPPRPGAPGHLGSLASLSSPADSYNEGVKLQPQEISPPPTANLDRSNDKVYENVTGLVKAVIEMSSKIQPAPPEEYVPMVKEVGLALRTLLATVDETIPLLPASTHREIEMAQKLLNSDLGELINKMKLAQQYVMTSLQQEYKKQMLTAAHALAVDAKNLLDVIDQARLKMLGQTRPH
# PostGolgi ctrl: inhibits growth of the yeast control strain | hit rate 5% among 98,000 | inhibition, % at 10 µM | efflux-deficient yeast background strain, growth absorbance A615, 16 h | AID 738
# EphB4 ephrin blk: antagonists of human EphB4-ephrin-B2 interaction | inhibition, % at 7 µM | EphB4 LBD / TNYL-RAW-Alexa532 peptide, fluorescence polarization | hit rate 0.15% among 97,000;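 active means inhibition above the screen-wide mean inhibition plus 3 SD, cut at about 15% in these data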;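 further: 0% = DMSO wells and 100% = excess unlabeled TNYL-RAW peptide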
# The depositor's hits bear a star; . = no result given; & = joins results of further samples. Unless noted, no stated cut-off is given here; in the data, active means inhibition above about 30%; inactive means the rest.
# Values run as follows: FAK inh	PTPN22 inh 2	PostGolgi yeast	EphB4 ephrin blk	PTPN22 act	S1P2 ag	S1P2 antag	Rev-RRE block	PostGolgi ctrl
> CN(C)CCCNCCCNC(=O)c1ccncc1
    0	-10	2	6	12	-1	-6	8	-3
> CCCOc1ccc(CSc2nc3ccccc3[nH]2)cc1
    3	1	-7	10	3	-8	48*	4	-1
> COc1ccc(/C=N/NC(=O)Nc2cccc3nsnc23)c(OC)c1
    26*	0	7	1	-2	-7	-5	-1	-1
> CCC(CC)C(=O)Nc1cc(C(=O)OC)cc(C(=O)OC)c1
    0	1	2	6	-2	-6	-30	4	5
> Cc1nn(-c2ccccc2)c(C)c1/C=N/NC(=O)c1cc(C2CC2)[nH]n1
    12	9	-3	-3	-4	-5	-8	2	2
> c1ccc2c(CNn3cnnc3)cccc2c1
    0	-11	-11	-11	10	-3	-3	1	-5
> CN(C)c1cccc(NC(=O)CCc2ccccc2)c1
    -2	-5	-9	-2	6	-5	-4	-4	-1
> CCOC(=O)c1cc2occc2n1CC(=O)N1CCN(C(=O)c2ccco2)CC1
    -3	-8	1	-6	5	-8	15	1	1
> Cc1ccc2c(c1)N(CC(=O)N1CCCCCC1)C(=O)CO2
    -4	7	-5	1	-6	-10	-2	2	3
> CCOC(=O)CSc1nc2cc(C)cc(C)c2cc1C#N
    2	1	10	0	-1	-1	-6	17	5
> COC(=O)c1ccccc1NC(=O)c1cncc(Br)c1
    2	2	9	-3	-3	-6	5	3	19
> COc1ccc(-n2nnc3c(=O)n(Cc4cccc(C)c4)cnc32)cc1
    -3	-10	-7	-1	7	0	8	6	-5
> CCC(C#CCN1CCCCC1)(CC)OCCC#N
    1	4	21	10	-5	-3	14	6	-1
> COc1cc(C)c(Cl)cc1S(=O)(=O)NCC1CCCO1 (stereo not drawn)
    -2	5	-1	5	-6	-1	-14	5	4
> Cc1cc2cc(CNC(=O)CC(C)C)ccc2n1C
    2	4	-2	-10	-6	-1	12	6	0
> COc1cc(OC)cc(-c2nc(-c3cc4cc(C)ccc4nc3OC)no2)c1
    -4	0	15	-2	-2	-5	8	1	8
> O=C(NC1C(=O)NNC1c1ccccc1)c1ccccc1 (stereo not drawn)
    7	8	-1	-3	-4	-4	8	2	10
> COc1ccc(C2C(C(=O)Nc3ccccc3)=C(C)Nc3nc(CCCO)nn32)cc1 (stereo not drawn)
    0	2	23	2	-4	-4	15	5	5
> CCOC(=O)Cn1c(=O)c2c(nc(N3CCCCC3)n2Cc2ccccc2)n(C)c1=O
    5	-3	11	5	2	-8	17	8	19
> Cc1cc(C(=O)Nc2cccc(O)c2)c(C)o1
    0	-6	-7	0	4	-4	14	4	18
> COc1ccc2c(c1)c(=O)cc(-c1ccccc1)n2C
    2	-10	.	-5	11	-4	-18	-1	.
> O=C(NCCc1ccc(Cl)cc1)c1ncn[nH]1
    1	-7	3	10	5	-3	15	11	1
> Cc1cc(C)c(NC(=O)C2C3/C=C\CCCCC32)c(C)c1 (stereo not drawn)
    2	3	-1	-5	-1	-2	2	5	2
> COc1ccc(-c2nc(CCNC(=O)c3ccco3)cs2)cc1OC
    0	-8	-10	4	6	0	-20	6	21
> CC(=NCCCn1ccnc1)C1=C(O)c2ccccc2C1=O
    2	-4	-4	-2	4	-2	3	5	2
> O=C(NCc1cccs1)C1CCN(c2nc3ccccc3o2)CC1
    2	-8	-3	7	5	-2	23	7	6
> CC(C)Nc1nc(NC(C)C)nc(Oc2ccc(/C=N/O)cc2)n1
    -1	-20	0	-7	18	-1	-9	0	21
> CN1CCCN(C2C3CC4CC(C3)CC2C4)CC1 (stereo not drawn)
    -6	0	-6	-6	3	-6	8	-1	9
> CCC(=O)NCc1c(Cl)cccc1-n1cccc1
    4	-3	-3	10	-1	-5	-1	2	2
> Cc1onc(-c2ccccc2Cl)c1C(=O)NCC1CCCO1 (stereo not drawn)
    5	4	-2	7	-3	-6	4	7	-2
> COc1ccc(-n2c(SCC(=O)N3CCCCC3)nc(O)cc2=O)cc1
    -9	7	-7	-4	-9	-4	13	5	8
> Cc1ccc(C2CC(c3cccs3)=NN2C(=O)CSC2=NN3CCCC(=O)N=C3S2)cc1 (stereo not drawn)
    0	10	0	-3	-13	-4	9	7	15
> O=c1nc2n(c3ncccc13)CCC2
    10	-1	-1	5	-2	-2	19	10	28
> CCOC(=O)c1cnn(-c2ccccc2)c1-n1cccc1C(=O)C(=O)Nc1ccc(F)cc1
    -6	-25	-10	-5	28	-5	4	0	18
> O=C(COC(=O)CCNS(=O)(=O)c1cccc(C(F)(F)F)c1)NC(=O)NC1CCCCC1
    3	-1	-6	7	-2	-2	15	11	1
> O=C(Cc1ccccc1)NCCSCc1ccc(Cl)cc1
    -5	-1	-3	0	7	-1	17	1	12
> O=C(Nc1nccs1)c1ccc(Cl)cc1[N+](=O)[O-]
    -2	8	-1	-7	-4	-9	16	5	8
> Cc1nc(SCC(=O)NCC2CCCO2)c2oc3ccccc3c2n1 (stereo not drawn)
    5	-2	-6	10	1	10	-14	4	-5
> CCOc1ccc(OCC)c(NC(=O)CCCN2C(=O)c3cccnc3C2=O)c1
    4	-6	5	8	2	-1	14	7	-5
> CCC(Sc1nc2cc3c(cc2c(=O)n1Cc1ccco1)OCO3)C(=O)Nc1cccc(OC)c1 (stereo not drawn)
    -5	3	-11	-12	-6	-8	-11	-3	17
> O=C(CCC(=O)OCC(=O)c1ccc(Cl)cc1Cl)Nc1cccc2cccnc12
    -4	13	2	-7	-10	-7	-20	3	38*
> OC1CCN(c2c3c(nc4cc(-c5ccc(F)cc5)nn24)CCC3)CC1
    -1	-11	2	-3	10	-2	-23	3	49*
> CCN(CC)C(=O)CSc1nnc(-c2cnccn2)n1-c1ccccc1
    1	-8	-4	2	6	-4	8	1	7
> CCOCC(=O)Nc1nnc(SCCOC)s1
    -1	-6	4	-3	4	-4	0	8	7
> CN1CCN(c2ccccc2NC(=O)c2cc3ccccc3o2)CC1
    4	8	8	5	-4	-5	4	9	6

# A section taken from the entries so far, for reference:
# Values run as follows: FAK inh	PTPN22 inh 2	PostGolgi yeast	EphB4 ephrin blk	PTPN22 act	S1P2 ag	S1P2 antag	Rev-RRE block	PostGolgi ctrl
> CC(C)Nc1nc(NC(C)C)nc(Oc2ccc(/C=N/O)cc2)n1
    -1	-20	0	-7	18	-1	-9	0	21
> CN1CCCN(C2C3CC4CC(C3)CC2C4)CC1 (stereo not drawn)
    -6	0	-6	-6	3	-6	8	-1	9
> CCC(=O)NCc1c(Cl)cccc1-n1cccc1
    4	-3	-3	10	-1	-5	-1	2	2
> Cc1onc(-c2ccccc2Cl)c1C(=O)NCC1CCCO1 (stereo not drawn)
    5	4	-2	7	-3	-6	4	7	-2
> COc1ccc(-n2c(SCC(=O)N3CCCCC3)nc(O)cc2=O)cc1
    -9	7	-7	-4	-9	-4	13	5	8
> Cc1ccc(C2CC(c3cccs3)=NN2C(=O)CSC2=NN3CCCC(=O)N=C3S2)cc1 (stereo not drawn)
    0	10	0	-3	-13	-4	9	7	15
> O=c1nc2n(c3ncccc13)CCC2
    10	-1	-1	5	-2	-2	19	10	28
> CCOC(=O)c1cnn(-c2ccccc2)c1-n1cccc1C(=O)C(=O)Nc1ccc(F)cc1
    -6	-25	-10	-5	28	-5	4	0	18
> O=C(COC(=O)CCNS(=O)(=O)c1cccc(C(F)(F)F)c1)NC(=O)NC1CCCCC1
    3	-1	-6	7	-2	-2	15	11	1
> O=C(Cc1ccccc1)NCCSCc1ccc(Cl)cc1
    -5	-1	-3	0	7	-1	17	1	12
> O=C(Nc1nccs1)c1ccc(Cl)cc1[N+](=O)[O-]
    -2	8	-1	-7	-4	-9	16	5	8
> Cc1nc(SCC(=O)NCC2CCCO2)c2oc3ccccc3c2n1 (stereo not drawn)
    5	-2	-6	10	1	10	-14	4	-5
> CCOc1ccc(OCC)c(NC(=O)CCCN2C(=O)c3cccnc3C2=O)c1
    4	-6	5	8	2	-1	14	7	-5
> CCC(Sc1nc2cc3c(cc2c(=O)n1Cc1ccco1)OCO3)C(=O)Nc1cccc(OC)c1 (stereo not drawn)
    -5	3	-11	-12	-6	-8	-11	-3	17
> O=C(CCC(=O)OCC(=O)c1ccc(Cl)cc1Cl)Nc1cccc2cccnc12
    -4	13	2	-7	-10	-7	-20	3	38*
> OC1CCN(c2c3c(nc4cc(-c5ccc(F)cc5)nn24)CCC3)CC1
    -1	-11	2	-3	10	-2	-23	3	49*

# Next results.
# Values run as follows: FAK inh	PTPN22 inh 2	PostGolgi yeast	EphB4 ephrin blk	PTPN22 act	S1P2 ag	S1P2 antag	Rev-RRE block	PostGolgi ctrl
> Cc1cc(NC(=O)c2ccc3c(c2)C(=O)N(CCC(C)C)C3=O)no1
    0	3	-17	0	-4	-2	10	3	0
> O=C(NCc1ccco1)c1ccc(C(=O)NCc2ccco2)s1
    0	0	2	-1	-2	-4	-9	1	9
> O=C(CSc1ncnc2ccccc12)NCc1ccco1
    10	7	2	2	-5	-2	14	7	4
> CCOc1c(C)cc(-c2ncccc2O)cc1C
    8&-1	3&-12	11&-3	1&-4	-3&8	-8&-5	8&-11	6&2	-1&-1
> Cc1ccc2oc(-c3cccc(NC(=O)c4cc(-n5cnnc5)ccc4Cl)c3)nc2c1
    10	-6	.	-1	4	-4	10	1	.
> COc1cc(OC)cc(C(C(=O)NCc2ccccc2)N(Cc2ccco2)C(=O)c2ccno2)c1 (stereo not drawn)
    4	2	-1	0	-5	-5	14	6	25
> Cc1ccn2cc(CCNC(=O)c3ccc(Br)o3)nc2c1
    -5	6	-2	-5	-7	9	-44	7	11
> COCc1[nH]nc2c1C(c1ccc(OC)cc1)C(C#N)=C(N)O2 (stereo not drawn)
    1	8	-10	3	-4	-8	17	7	0
> Cc1occc1C(=O)Nc1ccc(S(=O)(=O)N2CCCC2)cc1
    -1	-2	12	2	0	-3	24	5	8
> O=C(CSc1ccccc1)Nc1ccc(S(=O)(=O)NCC2CCCO2)cc1 (stereo not drawn)
    2	-13	4	1	12	-3	-25	-1	4
> O=C(Nc1ncc2c(n1)-c1ccccc1OC2)c1ccccc1Cl
    3	6	3	9	-4	-6	7	11	16
> Cc1ccc([N+](=O)[O-])cc1N=C(c1cccc([N+](=O)[O-])c1)N1CCOCC1
    -3	-2	-10	9	5	-6	14	6	8
> O=C(NCc1ccc(Cl)cc1)C1CCCN(S(=O)(=O)c2cnc[nH]2)C1 (stereo not drawn)
    3	-8	-6	-3	7	-3	8	6	-1
> CCNC(=S)N/N=C/c1ccco1
    3	-6	-8	1	5	0	8	-2	1
> COC(=O)C1=C(C)NC(=O)/C1=C\c1ccc2c(c1)OCO2
    0	2	14	7	3	-4	13	5	3
> CSc1nc(NCc2ccccc2)c2c3c(sc2n1)CN(C)CC3
    21*	0	2	-8	5	-5	2	13	8
> O=C1CC2CS(=O)(=O)CC2N1c1ccc(Oc2ccccc2)cc1 (stereo not drawn)
    -2	7	0	5	-8	0	-2	5	7
> CC(C)CCOP(=O)(c1ccc(N(C)C)cc1)C(O)c1ccccc1F (stereo not drawn)
    5	-6	-13	-1	4	-8	-10	-3	4
> CCOC(=O)/C(C#N)=C1/C=C(C)NC(c2ccccc2O)=N1
    -2	-10	-8	-4	5	-3	-14	-1	9
> O=C(CNC(=O)c1ccco1)NCC(=O)OCc1ccc(Cl)cc1
    39*	0	15	0	-3	-5	-25	3	-1
> COC(=O)Cc1c(C)c2ccc(OCC(=O)NCc3ccc4c(c3)OCO4)cc2oc1=O
    0	0	23	-1	-1	-2	6	2	1
> CNc1nc(SCc2ccccc2)nc(N2CCOCC2)n1
    2	-3	5	-6	-1	1	-31	4	15

# Screens as filed in PubChem BioAssay.
